MEKK3 PB1 HTS: modulators of MEKK3-MEK5 PB1 binding, primary screen, biochemical, wildtype MEKK3, multiplex bead flow cytometry, Alexa488-MEK5 | Mitogen-activated protein kinase kinase kinase 3 (Homo sapiens), Q99759 | bead-based flow cytometry, Alexa488-MEK5 binding to MEKK3; actives lie on both sides; 0 = blocked by unlabeled MEK5, 100 = vehicle | binding response (% of control), % at 10 µM | hit rate 1.4% among 290,000 | AID 1529, 2009;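 active = binding response more than 3 SD above or below the average of its plate-row segment, actives on both sides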;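 note: Alexa488 bead fluorescence after subtracting the streptavidin-only scavenger bead signal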
Target sequence (Q99759 whole entry, looked up): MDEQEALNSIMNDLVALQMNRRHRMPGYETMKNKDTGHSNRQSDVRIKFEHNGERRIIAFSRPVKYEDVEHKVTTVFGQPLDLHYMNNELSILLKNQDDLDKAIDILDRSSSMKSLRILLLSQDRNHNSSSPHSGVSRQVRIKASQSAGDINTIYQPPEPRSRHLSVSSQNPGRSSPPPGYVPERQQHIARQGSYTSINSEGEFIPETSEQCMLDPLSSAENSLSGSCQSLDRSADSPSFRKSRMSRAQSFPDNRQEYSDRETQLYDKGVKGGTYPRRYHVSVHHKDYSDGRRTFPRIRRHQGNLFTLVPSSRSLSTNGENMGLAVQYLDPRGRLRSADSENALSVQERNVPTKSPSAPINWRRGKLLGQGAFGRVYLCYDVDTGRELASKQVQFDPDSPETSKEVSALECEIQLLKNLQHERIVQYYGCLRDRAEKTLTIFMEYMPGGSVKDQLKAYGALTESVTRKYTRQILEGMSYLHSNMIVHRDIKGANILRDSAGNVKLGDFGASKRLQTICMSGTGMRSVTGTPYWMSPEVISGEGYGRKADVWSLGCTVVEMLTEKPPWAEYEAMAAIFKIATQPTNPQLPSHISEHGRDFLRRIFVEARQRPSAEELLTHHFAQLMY
IDE cell activ: human IDE activators in live cells, primary screen, fluorescence polarization, HEK cells, FAbeta-B substrate; AID 493087, 2011; hit rate 0.073% among 340,000; Insulin-degrading enzyme (Homo sapiens), P14735; activation, % at 5.96 µM; FAbeta-B cleavage; 0% vehicle, 100% cell-free pure enzyme wells;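 active = activation above the mean of all tested compounds plus 3 SD, set per screening campaign, cut at about 17% in these data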
DNA FID counter: compounds displacing fluorescent DNA intercalator, primary screen, artefact control for HCV NS3 helicase inhibitor project, biochemical, FID fluorescence; hit rate 0.17% among 290,000; inhibition, % at 7.9 µM; DNA fluorescent intercalator displacement; AID 1845, 2009; in the data active = inhibition above about 37%;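 note: 0% = vehicle and 100% = reference compound; higher means more ethidium bromide displaced from hairpin DNA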
PHOSPHO1 inh: PubChem AID 1565. Phosphoethanolamine/phosphocholine phosphatase (Homo sapiens), Q8TCT1. recombinant PHOSPHO1, absorbance phosphatase assay. inhibition, % at 13.3 µM. hit rate 1.1% among 290,000; in the data active = inhibition above about 60%
Target sequence (Q8TCT1 whole entry, looked up): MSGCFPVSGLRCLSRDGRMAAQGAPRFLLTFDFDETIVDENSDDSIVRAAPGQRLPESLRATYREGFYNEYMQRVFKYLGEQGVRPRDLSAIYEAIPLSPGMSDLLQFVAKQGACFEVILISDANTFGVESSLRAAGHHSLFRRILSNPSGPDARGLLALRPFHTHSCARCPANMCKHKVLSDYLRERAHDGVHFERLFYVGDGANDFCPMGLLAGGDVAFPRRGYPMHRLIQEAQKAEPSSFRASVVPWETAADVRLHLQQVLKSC
UBC9 SUMO inh: inhibitors of in vitro SUMOylation cascade, primary screen, biochemical, HTRF, uHTS; SUMO-conjugating enzyme UBC9 (Homo sapiens), P63279; HTRF SUMOylation assay, SAE1/SAE2 + UBC9; inhibition, % at 35 µM; hit rate 0.36% among 290,000; AID 2006, 2009; in the data active = inhibition above about 50%, passing the limit was not always enough; note: strong numbers were not always called active
Target sequence (P63279 whole entry, looked up): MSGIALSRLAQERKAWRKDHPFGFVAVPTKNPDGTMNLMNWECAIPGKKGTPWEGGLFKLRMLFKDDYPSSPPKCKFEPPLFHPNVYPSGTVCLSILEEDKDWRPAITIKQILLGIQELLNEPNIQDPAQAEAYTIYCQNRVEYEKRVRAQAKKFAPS
VIM-2 inhibitor: VIM-2 metallo-beta-lactamase inhibitors, primary screen, biochemical, epi-absorbance readout, Pseudomonas aeruginosa enzyme; purified VIM-2, nitrocefin hydrolysis, epi-absorbance fluorescence; inhibition, % at 5.6 µM; hit rate 0.89% among 290,000; AID 1527, 2009;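 active = inhibition above the mean of all tested compounds plus 3 SD, cutoff set per screening run, cut at about 7.5% in these data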;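 note: red hydrolysis product quenches plate fluorescence so inhibitors raise well fluorescence; 0% = enzyme with DMSO and 100% = DMSO without enzyme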
p-CIP stab down: p/CIP-EGFP fusion destabilizers, primary screen, fluorescence, F442A cells. decrease of EGFP signal, % at 10 µM. Q05BA5. 16 h. hit rate 0.01% among 290,000;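 active = EGFP signal decrease of at least 30% at 10 µM or well 3 SD below plate mean, unless failing retest; inactive = the rest, including hits failing retest or dose response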; note: some compounds called inactive have numbers as strong as hits; many of its hits are not listed in these tables
IMP-1 inh: IMP-1 metallo-beta-lactamase inhibitors, primary screen, biochemical, epi-absorbance readout, Pseudomonas aeruginosa enzyme | metallo-beta-lactamase IMP-1 (Pseudomonas aeruginosa) | purified IMP-1, nitrocefin hydrolysis, epi-absorbance fluorescence | inhibition, % at 5.6 µM | hit rate 0.45% among 290,000;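 active = inhibition above the mean plus 3 SD of all compounds in the same screening run, cut at about 4.5% in these data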;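 note: 0% = IMP-1 with DMSO and 100% = DMSO wells lacking enzyme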
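assay system = purified recombinant IMP-1 metallo-beta-lactamase enzyme | schedule = 15 min preincubation plus 25 min reaction at 25 °C | signal = Epi-absorbance fluorescence, 480 nm excitation, 530 nm emission | read-out basis = percent inhibition from optical density relative to buffer-blank wells | controls = IMP-1 with DMSO as 0%, enzyme-free DMSO as 100%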
HCV NS3 hel inh: inhibitors of HCV NS3 helicase, primary screen, biochemical, Cy5 molecular beacon fluorescence; Hepatitis C virus NS3 helicase; NS3 helicase DNA unwinding; inhibition, % at 10.9 µM; hit rate 0.56% among 290,000; AID 1800, 2009;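 active = inhibition above the mean of all tested compounds plus 3 SD, set per campaign, cut at about 35% in these data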;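 note: 0% = DMSO wells and 100% = thioflavine S control wells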
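Test system: hepatitis C virus NS3 helicase domain fragment enzyme. Also added: annealed dual-labelled DNA beacon duplex, ATP-started. Timing: 60 min unwinding reaction at 25 °C after ATP addition. Technique: Cy5 fluorescence. Measure: % inhibition of unwinding.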
Active calls of the source: *; / = no result given. The list is partial, so the mix of outcomes need not match the whole.

SMILES	MEKK3 PB1 HTS	IDE cell activ	DNA FID counter	PHOSPHO1 inh	UBC9 SUMO inh	VIM-2 inhibitor	p-CIP stab down	IMP-1 inh	HCV NS3 hel inh
COc1ccc(/C=C/C(=O)Nc2c(C)nn(C)c2C)cc1COc1ccc(Cl)cc1Br	77	0	-1	3	-6	-0.5	-10	-2.0	-1
CC(c1nccs1)N(C)C(=O)CCc1nnc(-c2ccc(-c3ccccc3)cc2)o1 (stereo unspecified)	101	-16	-35	35	3	-2.3	3	-3.0	-8
S=c1[nH]nc(COc2ccccc2)n1/N=C/c1ccco1	102	1	-5	51	2	-3.3	1	-4.6	3
CCCCC(=O)Nc1ccc(C(=O)NNC(=O)c2ccccc2Br)cc1	98	7	-4	49	-18	2.7	8	-0.2	-4
CC12c3ccccc3C(c3ccccc31)C1C(=O)N(Cc3cccnc3)C(=O)C12 (stereo unspecified)	103	3	-25	15	-10	0.0	2	-2.0	2
CC(=O)c1ccc(C(=O)N2CCCC(CCC(=O)N(C)CCc3ccccn3)C2)s1 (stereo unspecified)	97	0	-20	-6	2	0.4	-6	-0.8	3
COc1ccc(OC)c(NC(=O)c2ccc3c(=O)n(CCc4ccccc4)c(=S)[nH]c3c2)c1	108	3	4	-55	14	-0.6	-8	-4.8	1
COc1ccccc1CNC(=O)C1CC(c2ccc([N+](=O)[O-])cc2)=NO1 (stereo unspecified)	106	2	-1	18	22	-0.4	16	-3.7	-5
O=S(=O)(NCc1cc(-c2ccc(Cl)cc2)no1)c1ccc(Cl)cc1	100	0	-6	28	-21	-3.4	-4	-3.1	-5
CCOC(=O)Cn1c(=O)c2c(nc3n2CCCN3Cc2ccccc2)n(C)c1=O	88	2	-32	52	15	0.1	-8	-1.5	11
CN(CC(=O)O/N=C(\N)c1ccc([N+](=O)[O-])cc1)S(=O)(=O)c1ccc2ccccc2c1	/	4	-11	2	7	-2.4	0	-3.9	2
NC(=O)CSc1nnc(CNc2cccc(Cl)c2)n1CCc1ccccc1	102	4	-18	17	12	-2.9	-6	-1.5	-12
Cn1c(=O)c2c(ncn2CC(=O)Nc2nccs2)n(C)c1=O	109	-1	-1	24	12	-3.7	-4	-5.2	6
C[N+](C)(C)CC(=O)N/N=C/c1c2ccccc2cc2ccccc12	100	1	28	-4	-14	1.7	9	-2.4	10
CCOC(=O)c1cnc(SCCc2ccccc2)nc1N	101	2	-14	35	-1	-0.9	-8	0.1	-7
O=C(Cn1nc(C(F)F)cc1C(F)F)NNC(=S)Nc1ccc([N+](=O)[O-])cc1	100	1	-6	36	-22	-6.6	-2	-3.9	14
COc1cc(NC(=S)N2CCN(C(=O)C3CCCO3)CC2)c(OC)cc1Cl (stereo unspecified)	103	-2	-2	3	5	-6.0	-1	-2.6	-4
COCCCN1C(=O)c2[nH]nc(-c3ccccc3O)c2C1c1ccc(Cl)cc1 (stereo unspecified)	77	2	-39	-10	9	-4.4	-4	-2.4	-11
Cc1ccc(S(=O)(=O)N2CCC(C(=O)C3C(=O)CC(C)(C)CC3=O)CC2)cc1	102	10	-19	32	5	1.2	-3	-1.9	-8
CCOCCCNC(=O)C(c1ccc(Cl)cc1)N1CCN(c2ccccc2)CC1 (stereo unspecified)	99	-2	/	4	17	/	-12	/	/
CCCn1c(SC(C(=O)Nc2cccc(OC)c2)c2ccccc2)nc2ccccc2c1=O (stereo unspecified)	142*	4	-14	-9	-3	-0.3	-8	-3.3	1
C#CCSc1nnnn1-c1ccc(OCC)cc1	103	3	-6	8	0	-0.4	-12	-3.0	5
O=C(NCc1ccncc1)C1CCCN1S(=O)(=O)c1ccc(Cl)cc1 (stereo unspecified)	104	3	-4	38	5	-1.9	-4	-1.9	0
CCC(=O)c1ccc(NC(C)=O)cc1O	104	7	0	42	16	-2.2	-3	-2.9	-1
N=c1c(C(=O)NCC2CCCO2)cc2c(=O)n3ccccc3nc2n1Cc1ccco1 (stereo unspecified)	103	1	-16	-32	38	3.2	11	-3.6	2

(more compounds)
SMILES	MEKK3 PB1 HTS	IDE cell activ	DNA FID counter	PHOSPHO1 inh	UBC9 SUMO inh	VIM-2 inhibitor	p-CIP stab down	IMP-1 inh	HCV NS3 hel inh
CSc1nnc(NC(=O)c2ccc(S(=O)(=O)N(C)C)cc2)s1	104	5	-1	-3	8	-3.1	12	-3.0	0
O=C(CSc1nc2ccccc2[nH]1)Nc1cccc(S(=O)(=O)N2CCOCC2)c1	106	-1	-11	-15	1	-3.0	-6	-2.0	10
COC(=O)c1ccc(COC(=O)CNC(=O)c2cccs2)cc1	97	3	-12	51	8	-0.7	-8	-1.5	-7
C/C(=N\Nc1nccnc1Cl)c1ccc(O)cc1	105	0	-5	36	-6	-1.0	5	-2.9	1
COc1cc(OC)cc(N(C(=O)CNC(=O)c2cccs2)C(C(=O)NCC2CCCO2)c2ccc(OC)c(OC)c2)c1 (stereo unspecified)	104	5	-30	41	5	0.6	-6	-2.3	9
CCOC(=O)c1c(NC(=O)CSc2cn(CC)c3ccccc23)sc2c1CCC2	104	-3	0	9	7	-1.4	-11	-1.5	-1
O=C(NCc1cccnc1)c1ccccc1CCc1ccccc1	102	7	-7	38	-12	-3.4	-10	-2.4	9
O=C(CNCc1ccccn1)Nc1cc(S(=O)(=O)N2CCCCC2)ccc1Cl	105	0	-17	-11	4	-3.4	16	-3.2	-2
Cc1csc(NC(=O)CS(=O)(=O)c2ccccc2)n1	105	3	-7	28	9	-1.2	5	-2.3	5
CC(C)Cc1nnc(NC(=O)CCC(=O)N2CCN(Cc3ccc(F)cc3)CC2)s1	100	4	-29	-8	6	-1.6	-16	-0.9	1
COc1nc(/C=C/N(C)C)c([N+](=O)[O-])c(OC)n1	80	5	-4	45	21	3.0	11	0.3	2
Clc1ccc(CSc2nnc(CNc3cccc(Cl)c3)o2)cc1	/	8	-11	-15	-1	-2.7	-6	-4.4	-8
CCC(Oc1ccccc1)C(=O)Nc1ccc(S(=O)(=O)N2CCOCC2)cc1 (stereo unspecified)	105	0	-14	5	12	0.8	-7	-2.9	-12
CC1CN(C(=O)Nc2ccc3c(c2)OCO3)CC(C)O1 (stereo unspecified)	100	-3	4	-9	0	-1.8	7	-2.5	0
COc1ccc2cc(C(=O)NCCc3ccccc3)[nH]c2c1	108	3	-10	23	18	-3.2	-9	-3.0	2
CCOC(=O)Cn1nc(C)cc1NC(=O)c1ccncc1	94	3	-5	4	7	-0.5	1	-1.3	1
Cc1c(C)c2ccc(OCC(=O)N(C)C)c(C)c2oc1=O	102	1	-6	23	15	3.5	-10	-5.0	-2
N#CCCN(C(=O)CCl)c1cccc(Cl)c1	104	1	1	53	9	-1.2	-9	-2.2	-18
N/C(=N\c1nc(CSc2nnnn2-c2ccccc2)cc(=O)[nH]1)Nc1ccccc1	98	/	-16	54	7	-4.5	-9	-4.2	-4
Cc1cc(C)c(S(=O)(=O)Nc2cccc(S(=O)(=O)NC3=NCCC3)c2)c(C)c1	/	-1	-15	-100	-11	-2.3	2	-2.8	-10
O=c1cc(C(F)(F)F)nc(-n2[nH]c3c(c2=O)CCCC3)[nH]1	112	-2	-22	4	-24	-0.8	-30	-0.5	31
CCN(CC(=O)NCc1ccc(F)cc1)C(=O)/C=C/c1cc(OC)ccc1OC	100	4	-25	35	34	-1.5	-13	-2.9	-7
CC(=O)CC(c1ccc([N+](=O)[O-])cc1)c1c(O)c2ccccc2oc1=O (stereo unspecified)	88	2	-2	12	9	-0.4	7	-2.5	1
CCOC(=O)C1CCN(c2c(NC3CCCCCCC3)c(=O)c2=O)CC1	109	9	-18	-12	4	-3.1	-4	-0.8	-8
CCOC(=O)c1[nH]c(C)c(CC(C)C)c1C	87	1	-12	19	17	1.1	8	-2.6	-1

(more compounds)
SMILES	MEKK3 PB1 HTS	IDE cell activ	DNA FID counter	PHOSPHO1 inh	UBC9 SUMO inh	VIM-2 inhibitor	p-CIP stab down	IMP-1 inh	HCV NS3 hel inh
COc1ccc(Cl)cc1NC(=O)NCC1CCN(Cc2ccccc2F)CC1	109	2	13	20	18	0.0	-9	-2.6	-44
c1csc(-c2nc3c4ccccc4c4ccccc4c3[nH]2)c1	109	-2	33	-4	-36	-0.1	-9	-3.1	22
COCCCn1c(SCc2ccccc2)nc2cc(OC)c(OC)cc2c1=N	99	0	3	7	-23	0.6	-3	-0.9	-38
CCCn1c(SCC(=O)NC2CCCC2)nnc1-c1ccccn1	63	8	-13	-5	-4	-1.0	1	-1.0	3
O=S(=O)(Nc1ccccc1Cl)c1cc(NC(=S)NCCN2CCOCC2)ccc1Cl	102	4	12	-11	-7	-1.9	0	-1.2	-9
COc1ccccc1CNC(=O)CCn1c(=O)oc2ccccc21	97	4	-11	15	6	-2.4	-27	-4.5	12
COc1ccc(OCc2nnc3n2N=C(c2ccc(OC)cc2)CS3)cc1	99	-2	-33	26	6	-0.6	6	-2.6	-1
C=CCn1c(-c2cccc(OC)c2OC)n[nH]c1=S	100	0	-7	-86	12	-0.9	-19	-4.6	-10
Cc1ccc(F)cc1NC(=O)c1cnccn1	118	4	-6	40	-6	-0.5	-3	-1.2	-3
COc1ccc(-c2csc(NC(=O)c3ccccc3C(=O)O)n2)cc1	107	3	-26	-18	12	-1.3	-9	-0.8	-5
COc1cc2ccccc2cc1C(=O)N(CCN(C)C)c1nc2c(OC)ccc(OC)c2s1	104	0	32	18	-7	0.1	-10	-0.9	-85
COc1ccc(OC)c2c1cc(C(=O)N[C@H](C(=O)N1CCC(C(=O)O)CC1)C(C)C)n2C	101	5	-37	25	6	-2.5	-9	-1.5	-2
CC1(C)Cc2nc3oc4c(=O)n(CC(=O)Nc5cccc(Cl)c5)cnc4c3cc2CO1	99	9	-2	46	12	-0.2	-5	-3.0	12
COc1ccc(NC(=O)c2cc(-c3ccccc3Cl)no2)cc1	96	4	-6	33	18	-0.8	-4	-3.1	-5
CNc1nc(-c2ccc([N+](=O)[O-])cc2)cs1	107	-1	3	27	-14	-2.9	10	-0.4	-11

Structures listed so far printed as active in MEKK3 PB1 HTS:
compound | MEKK3 PB1 HTS | IDE cell activ | PHOSPHO1 inh | UBC9 SUMO inh | VIM-2 inhibitor | p-CIP stab down | IMP-1 inh | HCV NS3 hel inh
CCCn1c(SC(C(=O)Nc2cccc(OC)c2)c2ccccc2)nc2ccccc2c1=O (stereo unspecified) | 142* | 4 | -9 | -3 | -0.3 | -8 | -3.3 | 1
